# Screens as filed in PubChem.
# EBI2 block: EBI2 receptor antagonists, beta-arrestin recruitment, primary screen, cell-based, luminescence, 7a,25-OHC stimulation, uHTS. 7a,25-OHC stimulated. inhibition, % at 5 µM. actives 0.81% (n = 360,000); in the data active means inhibition above about 38%;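 further: enzyme fragment complementation signal reports receptor beta-arrestin coupling in cells; 0% = agonist plus DMSO wells and 100% = wells without agonist; some results beyond the cut were filed as inactive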
# Target sequence (P32249 whole entry, looked up, the tested form may be a part): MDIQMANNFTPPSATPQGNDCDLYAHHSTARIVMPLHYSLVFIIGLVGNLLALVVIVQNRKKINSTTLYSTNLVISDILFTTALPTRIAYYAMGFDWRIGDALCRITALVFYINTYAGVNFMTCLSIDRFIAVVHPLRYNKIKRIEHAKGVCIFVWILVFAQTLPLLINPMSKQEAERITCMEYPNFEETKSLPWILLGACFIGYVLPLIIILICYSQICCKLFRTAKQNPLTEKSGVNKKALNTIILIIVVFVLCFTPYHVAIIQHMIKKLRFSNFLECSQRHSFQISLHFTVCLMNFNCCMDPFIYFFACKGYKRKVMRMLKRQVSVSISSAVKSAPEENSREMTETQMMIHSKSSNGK
# An asterisk follows results filed as active. Some of the compounds tested; count on the stated rates, not on these rows.
SMILES,EBI2 block
CSC[C@H]1CN(Cc2ccccc2)C(=O)[C@@H]1CC(=O)Nc1ccc(Br)cc1,1
CC(C)(C)NC(=O)C1C(c2ccc(C(F)(F)F)cc2)=Nc2ccccc2N1C(=O)c1cccc2ccccc12 (stereo unspecified),9
CCc1nc2ccc(C(=O)NCc3ccc4c(c3)OCO4)cn2c1N(C)Cc1ccc(OC)cc1,20
COc1ccc(-c2cnc3c(NC(C)=O)cc(-c4ccc(S(C)(=O)=O)cc4)cn23)cc1OC,-34
CCN(CC)C(=O)C1=C(C)N(CCCOC)C(=O)C(CC(=O)NCCCN(C)C)C1 (stereo unspecified),0
Cc1ccc(Cc2c(-c3cccc(Cl)c3)nc3ccc(Br)cn23)cc1,-13
N#Cc1ccc(NC(=S)NC(=O)C2CC2)cc1,-2
CCOc1ccccc1N1CCN(CC(=O)Nc2nccs2)CC1,0
CC1=C(C(=O)N(C(C)C)C(C)C)CC(CC(=O)NCc2ccco2)C(=O)N1CCCN1CCCC1=O (stereo unspecified),-9
OC(c1ccc(Cl)c(F)c1)c1ncc(-c2ccc(Oc3ccccc3)cc2)[nH]1 (stereo unspecified),14
CCc1nc2ccc(C(=O)Nc3ccc(C(=O)N(C)C)cc3)cn2c1N(C)CCCc1ccccc1,-9
CC1(C(=O)NCCc2ccccc2)Cc2c(-c3ccccc3)ccnc2O1 (stereo unspecified),-2
C[C@H](CO)N1C[C@H](C)[C@@H](CN(C)C(=O)c2ccc3ccn(C)c3c2)OCc2cnnn2CCCC1=O,-7
NC(Cc1cnc[nH]1)c1csc(Nc2ccc(C(F)(F)F)cn2)n1 (stereo unspecified),-2
CCOC(=O)C1=CC[C@@H](c2ccc([N+](=O)[O-])cc2)N(S(=O)(=O)c2ccc(C)cc2)[C@H]1c1ccccc1,17
CCOc1ccc(N=Cc2ccc([N+](=O)[O-])cc2)c(O)c1,-16
COc1ccc(C(C(=O)Nc2ccc3c(c2)OCCO3)n2c(=O)c(-c3ccco3)nc3ccccc32)cc1 (stereo unspecified),-2
CC(OC(=O)/C=C/c1ccco1)C(=O)NC1CCCCC1 (stereo unspecified),10
NC(=O)c1c(N)[nH]c(C(=O)c2ccccc2)c1-c1ccccc1Br,2
CCOc1ccc(C(=O)N[C@H](C(=O)N2CCN(c3ncccn3)CC2)C(C)C)cc1,4
O=C1C=C(c2ccc(CO)cc2)C[C@@H](c2ccc(F)cc2)C1,22
O=C(Nc1nnc([C@@H]2C[C@H](O)[C@@H](CO)O2)s1)c1ccccc1Cl,-3
CC(C)C[C@@H]1COc2cccc(N3CCC[C@H]3CO)c2S(=O)(=O)N1,-13
CCOC(=O)[C@]12CCCC=C1N(CCc1ccc(OC)c(OC)c1)C(=O)[C@H](CC(=O)NCCc1ccccc1OC)C2,9
COc1cccc(S(=O)(=O)N(C)C[C@H]2OCc3cnnn3CCCC(=O)N([C@H](C)CO)C[C@@H]2C)c1,-8
CCCNC(=O)C1(C)CCCN(C(=O)c2cccc(OC(C)=O)c2C)C1 (stereo unspecified),7
COc1ccc(-c2cnc3c(NC(C)=O)cc(-c4ccccc4CN(C)C)cn23)cc1OC,-1
COc1ccc(-c2ccc(C(=O)Nc3ccc(C(C)C)cc3)c3occc23)c(C)c1,15
CCCCC(=O)N(C)c1c(CC)nc2c(OCC(=O)N(C)C)cccn12,3
O=C(C[C@H]1CC[C@H]2[C@@H](COC[C@@H](O)CN2S(=O)(=O)c2ccccc2)O1)N[C@@H]1CCN(Cc2ccccc2)C1,1
COCCNC(=O)C1CCCN(C(=O)c2ccc3ccccc3n2)CC1 (stereo unspecified),0
CSc1ccc(/C=N/NC(=O)c2ccc3nc[nH]c3c2)cc1,-2
CN(C)c1cccc(CNC(=O)c2csc([C@@H]3O[C@H](CO)[C@@H](O)[C@H]3O)n2)c1,-3
COc1cccc(-c2ccc3c(c2)N(Cc2cccc(F)c2)C(=O)C(C)S3)c1 (stereo unspecified),24
CC(=O)OCC(=O)C1(O)CCC2C3CCC4CC(O)CCC4(C)C3C(=O)CC21C (stereo unspecified),8
CCN1C(=O)[C@H]2[C@@H](c3ccc(C(F)(F)F)cc3)N[C@]3(CCCN(Cc4cccn4C)C3=O)[C@H]2C1=O,-1
CN(C)CC(=O)N[C@@H]1CC[C@@H](CC(=O)NCCN2CCCCC2)O[C@@H]1CO,-7
COc1ccccc1CNc1nc2cc(-c3ccsc3)sc2c(=O)n1C,3
O=C1NC[C@H](Cc2ccccc2)N(C[C@@H]2CCCN2C[C@H](Cc2ccc(O)cc2)N2C[C@H](Cc3ccccc3)N(CC3CCCCCC3)C(=O)C2=O)C1=O,-11
Cc1ccc(S(=O)(=O)N2C[C@]3(O)C[C@@H]4C(=O)N(c5ccccc5)C(=O)[C@@H]4C[C@]3(OC(=O)Nc3cccs3)C2)cc1,-2
COC(=O)[C@@]1(C(C)C)N=C(c2cc(OC)c(OC)c(OC)c2)[C@]2(O1)C(=O)Nc1ccc(F)cc12,11
CC(=O)Nc1ccc(C=CC(=O)c2ccc([N+](=O)[O-])cc2)cc1,-27
COc1ccc(C(C(=O)NC(C)(C)C)n2c(-c3ccc(-c4ccccc4)cc3)nc3ccccc32)cc1 (stereo unspecified),15
CCCCCCN1CCN(C2CN(Cc3cn(Cc4ccc(C)cc4)nn3)S(=O)(=O)C2)CC1 (stereo unspecified),4
OCCN(Cc1ccccn1)Cc1ccccn1,-16
O=C(OCC(=O)N1CCCCCC1)c1cccc(Cl)c1Cl,11
CCN(CCCNc1cc2c(c(N)c1S(=O)(=O)O)C(=O)c1ccccc1C2=O)c1ccccc1,-10
COc1cccc(NC(=O)N2CCc3nc(Nc4ccc(C(C)C)cc4)ncc3C2)c1,34
CCOC(=O)C1CCCN(C(=O)c2ccc(OC)cc2OC)CC1 (stereo unspecified),1
COC(=O)N1CCCCC1c1cc(C(=O)NCc2ccc(F)cc2)no1 (stereo unspecified),0

# (list continues)
SMILES,EBI2 block
COCC(=O)N1C[C@H](C)[C@H](OC)CN(C)C(=O)c2cc(NC(=O)Nc3cccc(F)c3)ccc2OC[C@@H]1C,-12
FC(F)(F)Oc1ccccc1C(c1nnnn1Cc1ccccc1)N1CCN(C/C=C/c2ccccc2)CC1 (stereo unspecified),67*
Cc1cc(N2CCOCC2)nc(N2CCOCC2)c1C#N,3
OC[C@@H]1CN(Cc2ccncc2)C[C@H](n2cnc3c(NCc4ccncc4)ncnc32)O1,-13
N#Cc1cccc(-c2csc(C(O)c3ccco3)n2)c1 (stereo unspecified),2
O=[N+]([O-])c1ccc(NN=C(Oc2ccccc2)c2ccc([N+](=O)[O-])cc2)cc1,9
O=C(c1ccoc1)N1CCN(c2cc(-c3ccccc3)nc3cc(-c4ccc(Br)cc4)nn23)CC1,32
CC1=C(C(=O)N2CCOCC2)CC(CC(=O)NC(c2ccccc2)c2ccccc2)C(=O)N1CCC1=CCCCC1 (stereo unspecified),6
CCc1nc2c(OCC(=O)C(C)(C)C)cccn2c1N(C)C(=O)COc1ccccc1,-4
COc1cccc(C(O)c2nc(-c3cnn(C)c3)cs2)c1 (stereo unspecified),1
NC(=O)c1cccc(-c2coc3c(C(=O)NCc4cccnc4)cccc23)c1,-6
O=c1ccn([C@@H]2O[C@H](CNCc3c(OCc4ccccc4F)ccc4ccccc34)[C@@H](O)[C@H]2O)c(=O)[nH]1,-9
CCCCn1nnnc1C(c1cc2ccccc2o1)N1CCOCC1 (stereo unspecified),-2
CCCC(=O)N1CCCC1(C)C(=O)Nc1ccc(C)c(C)c1 (stereo unspecified),3
O=C(c1ccccc1)c1ccc(C(=O)N2CCN(c3ccccc3O)CC2)cc1,1
CC(=O)c1ccccc1NC(=O)COC(=O)C1COc2ccccc2O1 (stereo unspecified),-1
O=C1NC[C@H](Cc2ccccc2)N(C[C@@H]2CCCN2C[C@H](Cc2ccccc2)N2C[C@H](Cc3ccccc3)N(CCc3ccccc3)C(=O)C2=O)C1=O,-9
CCCNC(=O)C1(C)CCN(C(=O)c2cccnc2Oc2ccccc2)C1 (stereo unspecified),-1
C=C1C(=O)N(C)CCC1C(CC)C(=O)OC (stereo unspecified),-24
O=C(O)CCC(C(=O)O)N1C(=O)C2C3CCC(C3)C2C1=O (stereo unspecified),-11
Cc1cc(Cl)ccc1-c1nc(NCc2ccccc2)nc2ccsc12,29
CC(=O)Nc1cc(-c2cccc(N)c2)cn2c(-c3ccc(C(C)=O)cc3)cnc12,24
Clc1cccc(Cc2c(-c3ccccc3)nc3ccc(Cl)cn23)c1,-7
CCOC1=C2CN(S(=O)(=O)c3ccc(C)cc3)[C@@H](c3ccc(CC)cc3)C[C@H]2[C@H]2C(=O)N(c3ccccc3)C(=O)[C@H]2C1,7
CC(=O)c1cccc(-c2ccnc3c2CC(C(=O)NCCc2ccccc2)O3)c1 (stereo unspecified),5
COc1ccccc1C(=O)NCC[N+](C)(C)C,-4
C/C(=N/NS(=O)(=O)c1ccc(Br)cc1)c1cccc(NC(=O)C2CC2)c1,-10
Cc1nnc(SCC(=O)NC2(C#N)CCCCC2)n1N,-5
C[C@H](CO)N1C[C@H](C)[C@@H](CN(C)S(=O)(=O)c2cccc(C#N)c2)OCc2cnnn2CCCC1=O,-6
CCCCN(C)C(=O)c1sc(=O)n(Cc2ccc(Cl)c(Cl)c2)c1C,5
CC(C)c1ccc(C(=O)Nc2ccc(S(=O)(=O)NC3=NCCCCC3)cc2)cc1,-1
Cc1cc(=O)[nH]c(NNC(=O)c2ccc(Cl)cc2)n1,0
COc1ccc(NC(=O)c2ccc(NC(=O)c3cccnc3)cc2)cc1,15
N#Cc1ccc(C(S(=O)(=O)Cc2ccccc2)S(=O)(=O)Cc2ccccc2)cc1,-3
COc1ccccc1NC(=O)N(C)C[C@H]1OCc2cn(nn2)CCCC(=O)N([C@@H](C)CO)C[C@@H]1C,0
c1cc(-c2cc3nc(NCC4CC4)ccn3n2)ccc1OCCN1CCOCC1,-11
CCCn1c(=S)[nH]c2cc(C(=O)NCc3ccccc3OC)ccc2c1=O,8
O=C(CC[C@H]1O[C@@H](n2ccc(=O)[nH]c2=O)[C@H](O)[C@@H]1O)N[C@H](Cc1ccccc1)C(=O)NCc1ccc2c(c1)OCO2,1
Cc1cccc(C)c1NC(=O)C(c1ccc(-c2ccccc2)cc1)n1c(=O)c(-c2cc3ccccc3[nH]2)nc2ccccc21 (stereo unspecified),-2
O=S(CC(O)(c1ccccc1)c1ccccc1)CC(O)(c1ccccc1)c1ccccc1,1
Cc1cccc(C)c1Cn1c(C)c(C(=O)NCc2cccc(Cl)c2)sc1=O,21
NC(=O)NC(CC(=O)OCC(=O)Nc1nnc(-c2ccccc2)o1)c1ccc(Cl)cc1 (stereo unspecified),-10
CN1OC[C@@H]2CN[C@H](c3ccc(-c4ccccc4)cc3)C[C@@H]21,2
CC(O)(c1cccc(F)c1)c1nc(-c2cncnc2)cs1 (stereo unspecified),1
FC(F)(F)c1cccc(-c2nc3ccccc3n2C(c2ccccc2)c2nc3ccccc3[nH]2)c1 (stereo unspecified),9
O=C(Nc1ccc(N2CCOCC2)cc1)c1csc([C@@H]2O[C@H](CO)[C@H](O)[C@H](O)[C@H]2O)n1,6
CCOC(=O)c1cc2c(c(-c3cccc(C#Cc4ccc(OC)c(OC)c4)c3)n1)[C@@H](CCO)N(S(=O)C(C)(C)C)C2 (stereo partly specified),0
COC(=O)[C@@]1(Cc2ccc(F)cc2)[C@H]2c3cc(C(=O)N4CCCC4)n(C[C@H](O)CO)c3C[C@H]2CN1C(=O)c1ccccc1,-9
Cc1ccc(S(=O)(=O)N2C[C@H]3n4c(=O)ccc(=O)n4C[C@H](OC(=O)NC4CC4)[C@@]3(O)C2)cc1,0
CN(C)c1ccc(-c2ccnc3c2CC(C)(C(=O)Nc2cccc(Oc4ccccc4)c2)O3)cc1 (stereo unspecified),0

# (list continues)
SMILES,EBI2 block
COC(=O)c1ccc(CNc2ccc(C(C)=O)cc2)cc1,2
Clc1ccccc1Nc1nc(NCc2cccs2)nc2ccsc12,-15
COc1cccc(CN2CCC2(C)C(=O)Nc2ccc(C)c(O)c2)c1F (stereo unspecified),-1
O=C([C@H]1O[C@@H](n2ccc(=O)[nH]c2=O)[C@H](O)[C@@H]1O)N(CCC1=CCCCC1)CC1CC1,6
Cn1ccc2c(-c3cccnc3)cc3c(c21)C1CCC3C1 (stereo unspecified),7
COc1ccc(CC(N)c2csc(Nc3ccc(S(C)(=O)=O)cc3)n2)cc1 (stereo unspecified),-20
CCc1ccc([C@H]2[C@@H]3C(=O)C[C@@H]4C(=O)N(C)C(=O)[C@@H]4[C@@H]3CN2S(=O)(=O)c2ccc(C)cc2)cc1,-18
COc1ccc(C(=O)Nc2ccccc2C(=O)NC2CC2)c(OC)c1OC,-3

# An excerpt from above in order of number of heavy atoms, smallest number first.
SMILES,EBI2 block
COC(=O)c1ccc(CNc2ccc(C(C)=O)cc2)cc1,2
CN1OC[C@@H]2CN[C@H](c3ccc(-c4ccccc4)cc3)C[C@@H]21,2
Clc1ccccc1Nc1nc(NCc2cccs2)nc2ccsc12,-15
COc1cccc(CN2CCC2(C)C(=O)Nc2ccc(C)c(O)c2)c1F (stereo unspecified),-1
COc1ccc(C(=O)Nc2ccccc2C(=O)NC2CC2)c(OC)c1OC,-3
O=C([C@H]1O[C@@H](n2ccc(=O)[nH]c2=O)[C@H](O)[C@@H]1O)N(CCC1=CCCCC1)CC1CC1,6
O=C(Nc1ccc(N2CCOCC2)cc1)c1csc([C@@H]2O[C@H](CO)[C@H](O)[C@H](O)[C@H]2O)n1,6
Cc1ccc(S(=O)(=O)N2C[C@H]3n4c(=O)ccc(=O)n4C[C@H](OC(=O)NC4CC4)[C@@]3(O)C2)cc1,0
CCc1ccc([C@H]2[C@@H]3C(=O)C[C@@H]4C(=O)N(C)C(=O)[C@@H]4[C@@H]3CN2S(=O)(=O)c2ccc(C)cc2)cc1,-18
FC(F)(F)c1cccc(-c2nc3ccccc3n2C(c2ccccc2)c2nc3ccccc3[nH]2)c1 (stereo unspecified),9
CCOC(=O)c1cc2c(c(-c3cccc(C#Cc4ccc(OC)c(OC)c4)c3)n1)[C@@H](CCO)N(S(=O)C(C)(C)C)C2 (stereo partly specified),0
COC(=O)[C@@]1(Cc2ccc(F)cc2)[C@H]2c3cc(C(=O)N4CCCC4)n(C[C@H](O)CO)c3C[C@H]2CN1C(=O)c1ccccc1,-9
